# Pf growth 96h: Primary qHTS for delayed death inhibitors of the malarial parasite plastid, 96 hour incubation. P. falciparum luciferase reporter growth, 96 h. Potency, µM (titrated, usually from 28.7 µM), for inactives: at the top dose activity change, negative = inhibition, usual class: inhibitors. 6.9% of 320,000 active. AID 504834, 2011; also: potency is read from the fitted curve at half-maximal effect; % is scaled to controls: 0 for no effect and ±100 for the full control effect
#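 Parasite growth measured via integrated firefly luciferase reporter in P. falciparum. Infected erythrocytes at 2% hematocrit, 0.05% parasitemia final were treated 96 hours at 37 C under 5% CO2, and luminescence was read.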
# CHX counter: Cycloheximide Counterscreen for Small Molecule Inhibitors of Shiga Toxin | max response, % | 12% of 300,000 active | cell reporter, cycloheximide protein synthesis inhibition counterscreen | AID 2314, 2010; in the data active = max response mostly above about 13%, no sharp cut-off; inactive = mostly below about 14%; also: read at 38.3 µM for the half of the compounds with a filed dose; 0% is about no effect
# Shiga inhibitor: A qHTS for Small Molecule Inhibitors of Shiga Toxin; Vero cells, Shiga toxin protein synthesis inhibition reporter; inhibition, % at 38.7 µM; 9.2% of 290,000 active; AID 2315, 2010; in the data active = inhibition mostly above about 28%, no sharp cut-off; inactive = mostly below about 43%; also: 0% is about no effect
# Giardia FBPA inh: qHTS Assay for Inhibitors of Fructose-1,6-bisphosphate Aldolase from Giardia Lamblia. A8B2U2. purified Giardia FBPA. Potency, µM (top dose mostly 59.6 µM), for inactives: at the highest dose activity, negative = inhibition, hits mostly inhibitors. 0.71% of 290,000 active; also: potency is read from the fitted curve at half-maximal effect; % is scaled to controls: 0 for no effect and ±100 for the full control effect; nearly all actives have a fitted effect of over 55% in size
# Target sequence (A8B2U2 whole entry, looked up): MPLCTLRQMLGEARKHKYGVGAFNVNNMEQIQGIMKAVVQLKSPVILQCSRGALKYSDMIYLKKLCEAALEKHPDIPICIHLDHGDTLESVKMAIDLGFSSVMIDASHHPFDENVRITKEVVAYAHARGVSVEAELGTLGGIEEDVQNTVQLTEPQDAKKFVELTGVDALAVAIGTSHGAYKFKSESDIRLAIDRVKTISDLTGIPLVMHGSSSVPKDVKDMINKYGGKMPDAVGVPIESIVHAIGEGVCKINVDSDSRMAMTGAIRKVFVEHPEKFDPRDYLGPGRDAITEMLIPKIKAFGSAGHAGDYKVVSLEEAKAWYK
#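 40 nM FBPA preincubated 10 min at RT with compound (up to 57.5 uM final), then substrate plus GAPDH/TPI/NAD/arsenate coupling and diaphorase/resazurin added. Fluorescence read after 20 min at RT, 525/598 nm.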
# Pf growth 48h: Primary qHTS for delayed death inhibitors of the malarial parasite plastid, 48 hour incubation. AID 504832, 2011. Potency, µM (top dose mostly 28.7 µM), inactives show top-dose activity change, negative = inhibition, actives largely listed as inhibitors. P. falciparum luciferase growth in erythrocytes, 48 h. 5.9% of 310,000 active; also: potency is read from the fitted curve at half-maximal effect; % is scaled to controls: 0 for no effect and ±100 for the full control effect
#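 Cell-based growth assay: transgenic P. falciparum expressing firefly luciferase, cultured in red cells within RPMI 1640 containing 0.5% w/v Albumax, 24 mM bicarbonate and gentamycin. A drop in luciferase activity indicates inhibition.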
# HCV inhibitor: qHTS Assay for Inhibitors of Hepatitis C Virus (HCV); AID 651820, 2012; Potency, µM (titrated, usually from 41.8 µM), without a hit: at the highest dose activity change, negative = inhibition, hits mostly inhibitors; Huh7.5.1 HCVcc-Cre infection, luciferase reporter, 44 h; 3.4% of 340,000 active; also: potency is read from the fitted curve at half-maximal effect; % is scaled to controls: 0 for no effect and ±100 for the full control effect
#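 Infectious HCV cell culture screen: compound-treated cells (1,000/well, pre-plated 4 h) are infected with HCVcc-Cre at roughly 0.5 moi and grown 44 h. Infection is quantified by luciferase signal after 15 min substrate incubation at room temperature.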
# * hit, by the source's call; ? = inconclusive; nt = no result given; [ ] = dose if it differs, or a comment. Unless noted, calls follow the shape of the dose curve; as a rule, active = well fitted curve in the direction sought with a large enough effect; inconclusive = small, poorly fitted or top-dose-only effect, or another doubt; inactive = no such curve, though single readings can be large; an effect the other way counts as inactive or inconclusive.
1) CCOC(=O)COc1cccc2c(=O)n(CC(=O)N3CCC(C)CC3)ccc12
2) CCOC(=O)CN1C(=O)c2ccccc2C1=O
3) COc1ccc(CCNC(=O)Cn2nc([N+](=O)[O-])c(Br)c2C)cc1OC
4) O=S(=O)(Nc1cccc(-c2ccc(N3CCCCCC3)nn2)c1)c1cccc(F)c1
5) CC(C)CCn1cnc2c(cnn2-c2ccc(Cl)cc2)c1=O
6) COCCCn1c(=S)[nH]c2c(sc3ccccc32)c1=O
7) CN(C)S(=O)(=O)N1CCN(CC(O)COc2ccc(C(=O)c3ccccc3)cc2)CC1 (configuration not stated)
8) COc1cc(CC(=O)Nc2nccs2)cc(OC)c1OC

Screen / compound no.	1	2	3	4	5	6	7	8
Pf growth 96h	37.6%[activator]	nt	?	-1.8%	0.0%	10.4µM*	nt	8.4%
CHX counter	-1.6	-4.5	-2.7	39.8*	-2.2	28.9*	5.5	5.4
Shiga inhibitor	-9.1	-8.1	-4.1	115.7*	-19.5	16.3	9.8	-6.9
Giardia FBPA inh	0.9%	6.6%	2.7%	-2.7%	-1.5%	?	7.2%	0.8%
Pf growth 48h	43.6%[activator]	4.3%	-26.7%	39.8%[activator]	?	18.5%	?	6.4%
HCV inhibitor	18.3%	-4.8%	-1.4%	-4.4%	-8.9%	-11.9%	?	15.3%

9) CCCCC(=O)N1CCN(c2nc3ccc(Cl)cc3s2)CC1
10) COc1ccc(-c2nonc2NC(=O)c2oc3ccccc3c2C)cc1OC
11) C=CC[n+]1c(C)csc1Nc1ccc(C(=O)O)cc1
12) COc1ccc(CN(C(=O)c2cnccn2)C(C(=O)Nc2ccc(F)cc2)c2ccccc2)cc1 (configuration not stated)
13) COc1ccc(S(=O)(=O)N2CCCC(C(=O)NCC3CCCO3)C2)cc1Cl (configuration not stated)
14) CCOC(=O)c1cnn(-c2ccccc2)c1-n1cccc1C(=O)C(=O)N(C)C
15) CNC(=O)C(Sc1ccccc1)c1ccccc1 (configuration not stated)
16) COc1ccc(CC(=O)N2CCN=C2SC)cc1

Screen / compound no.	9	10	11	12	13	14	15	16
Pf growth 96h	45.0%[activator]	10.4µM*	0.0%	4.3%	-1.7%	-30.2%[1.15 µM]	117.1%[activator]	16.1%
CHX counter	45.2*	1.2	6.7	-1.8	-2.2	-6.5	0.8	-8.4
Shiga inhibitor	43.1*	-6.0	-5.1	11.9	-14.3	-14.4	-1.0	-7.4
Giardia FBPA inh	nt	-1.0%	-22.0%	-5.7%	nt	-2.4%	3.0%	6.8%
Pf growth 48h	46.0%[activator]	?	-5.2%	?	8.5%	17.3%	1.7%	nt
HCV inhibitor	7.94µM*	-17.7%	19.4%	?	13.7%	6.9%	14.5%	15.4%

17) Cc1c(C)n(Cc2ccc(Cl)cc2)c2ccc(C(=O)NCCCN3CCOCC3)cc12
18) O=C(NNC(=O)c1cccc(S(=O)(=O)N2CCN(c3ccccc3)CC2)c1)c1ccc(Cl)cc1
19) O=C(NCC1CCCO1)C(c1ccco1)N(Cc1ccc(F)cc1)C(=O)CN1C(=O)c2ccccc2S1(=O)=O (configuration not stated)
20) CNc1nnc(-c2ccco2)s1
21) COc1cccc(-c2ccc(NC(=O)C3CCCN(Cc4cnn(C(C)C)c4)C3)cc2)c1 (configuration not stated)
22) CC(C)n1c(SCC(=O)Nc2nncs2)nnc1C1CC1
23) CCOC(=O)N1C2C=C(C)[C@@H]2[C@@H]2CC(=O)N21 (some centres not stated)
24) Cn1cc(C(=O)OCC(=O)NC2(C#N)CCCC2)c2ccccc21

Screen / compound no.	17	18	19	20	21	22	23	24
Pf growth 96h	-20.0%	?	-7.5%	37.7%[activator]	10.6%	16.2%	-10.2%	18.5%
CHX counter	-6.6	2.1	-10.5	19.8	-3.5	0.9	-0.4	nt
Shiga inhibitor	-12.7	-1.8	-5.3	12.1	-5.5	9.0	-2.3	nt
Giardia FBPA inh	-1.5%	8.1%	3.9%	2.8%	5.2%	nt	0.6%	nt
Pf growth 48h	?	4.4%	-18.2%	62.5%[activator]	?	66.2%[activator]	-12.2%	10.0%
HCV inhibitor	?	-10.8%	-0.1%	15.9%	11.2µM*	12.9%	7.9%	-22.6%

# Single records, as listed above:
# `CCCCC(=O)N1CCN(c2nc3ccc(Cl)cc3s2)CC1` in the list: Pf growth 96h: 45.0%[activator]; CHX counter: 45.2*; Shiga inhibitor: 43.1*; Giardia FBPA inh: nt; Pf growth 48h: 46.0%[activator]; HCV inhibitor: 7.94µM*
# `COc1cc(CC(=O)Nc2nccs2)cc(OC)c1OC` in the list: Pf growth 96h: 8.4%; CHX counter: 5.4; Shiga inhibitor: -6.9; Giardia FBPA inh: 0.8%; Pf growth 48h: 6.4%; HCV inhibitor: 15.3%

# Other structures
25) CCOC(=O)c1c(C)[nH]c(C(=O)Cn2nnc(-c3ccccc3)n2)c1C
26) CCOc1ccc(Br)cc1C1=NN(C(C)=O)C(c2ccc([N+](=O)[O-])s2)O1 (configuration not stated)
27) Cc1cc(O)c(C(C)C)cc1NC(=O)c1ccccc1Cl
28) CC(Oc1ccc(Br)cc1)C(=O)Nc1ccc(N2CCOCC2)cc1N1CCOCC1 (configuration not stated)
29) O=C(Cc1ccccc1)NCCn1ccc2ccccc21
30) COc1ccc(C)cc1N(CC(=O)N/N=C/c1ccc2c(c1)OCO2)S(C)(=O)=O
31) O=[N+]([O-])c1cccc(/C=N/NC2=NS(=O)(=O)c3ccccc32)c1
32) C[n+]1cccc(C(=O)N/N=C/c2ccc3c(c2)OCO3)c1

Screen / compound no.	25	26	27	28	29	30	31	32
Pf growth 96h	?	?	-5.6%	10.4µM*	10.3%	2.5%	-1.2%	-26.8%
CHX counter	-1.0	10.3	-1.7	nt	10.7	0.6	1.6	-6.4
Shiga inhibitor	19.1	9.4	-8.7	nt	16.2	-9.6	-2.0	-5.6
Giardia FBPA inh	-0.5%	3.2%	-5.4%	nt	-0.2%	4.1%	-2.0%	-20.1%
Pf growth 48h	-26.8%	9.28µM*	?	11.7µM*	18.8%	-4.4%	?	-0.5%
HCV inhibitor	-22.2%	?	3.1%	?	-11.9%	4.6%	-3.4%	-9.8%

33) COc1c(C(=O)Nc2ccc(Cc3ccncc3)cc2)ccc2ccccc12
34) COc1ccccc1CNC(=O)CC1C(=O)NCCN1C1Cc2ccccc2C1 (configuration not stated)
35) CN(CCC#N)C(=O)COC(=O)c1ccc2c(c1)C(=O)N(C1CCCCC1)C2=O
36) Cc1cc(-c2ccccc2)c2c3c(cn2n1)c(=O)n(C)c(=O)n3C
37) C/C(=N\OC(=O)c1ccccc1)c1c(C)nc2cc(C)ccn12
38) CCc1cccc2c(=O)c(C(=O)NCCN3CCOCC3)c[nH]c12
39) O=C(C1CC(=O)N(c2ccc(F)cc2)C1)N1CCCCCC1 (configuration not stated)
40) COc1cc2c(cc1NC(=O)CSc1nc3cc(Cl)ccc3s1)oc1ccccc12

Screen / compound no.	33	34	35	36	37	38	39	40
Pf growth 96h	-4.7%	-7.4%	9.2%	6.5%	-18.7%[5.75 µM]	10.8%	-10.2%	13.5%
CHX counter	19.8*	9.7	7.0	-1.6	-4.8	3.4	-4.1	-4.7
Shiga inhibitor	95.9*	-4.6	-3.8	-8.7	21.0	-1.7	2.8	-7.0
Giardia FBPA inh	-7.5%	nt	nt	?	-22.3%	-0.8%	-4.5%	4.9%
Pf growth 48h	?	6.3%	5.2%	2.6%	-5.9%[5.75 µM]	-4.9%	0.0%	30.4%[activator]
HCV inhibitor	?	10.0%	23.1%	-10.7%	13.8%	10µM*	-11.5%	-2.5%

41) O=[N+]([O-])c1ccc(S(=O)(=O)Nc2nnc(C3CCCCC3)s2)cc1
42) COc1ccc(C(=O)CC(Nc2ccc([N+](=O)[O-])cc2)c2ccc(Cl)cc2)cc1 (configuration not stated)
43) CCN=c1scc(C)n1/N=C/c1ccsc1
44) CC1CCCCN1S(=O)(=O)c1ccc(C(=O)Nc2nnc(C3CC3)o2)cc1 (configuration not stated)
45) O=C(C[n+]1cc2ccccc2c2ccccc21)c1ccccc1
46) Cc1ccc2nc(-c3ccccn3)cc(C(=O)Nc3ccc4c(c3)OCO4)c2c1
47) COc1ccccc1N1CCN(C(=O)/C=C/c2cccs2)CC1
48) Cc1ccc(-c2nnc(N3CCN(CCO)CC3)c3ccccc23)cc1

Screen / compound no.	41	42	43	44	45	46	47	48
Pf growth 96h	22.3%	9.28µM*	2.4%	11.7µM*	nt	19.8%	10.8%	-13.1%
CHX counter	-3.5	10.0*	46.8*	-1.0	9.8	20.8	17.5*	2.2
Shiga inhibitor	-8.0	13.8	104.4*	-9.7	-11.9	-7.3	54.2*	-4.2
Giardia FBPA inh	13.3%	10.5%	-12.7%	?	-0.1%	5.1%	7.4%	12.0%
Pf growth 48h	6.4%	3.29µM*	131.1%[activator]	?	-70.8%	-10.7%	?	-12.6%
HCV inhibitor	15.6%	?	-2.8%	?	?	-30.0%	14.3%	6.7%

49) COc1ccc(-c2[nH]ncc2/C=N/NC(=O)c2cc(Br)ccc2O)c(OC)c1
50) S=C(Nc1cc(Cl)ccc1Cl)Nn1cnnc1
51) Cc1cccc(OCC(=O)N2CCN(C(=O)Cc3ccccc3)CC2)c1
52) CC(=O)CCc1ccc(OCC(O)CNCCOc2ccc(C)cc2)cc1 (configuration not stated)
53) O=C(Nc1ncc(Br)s1)C1CCCN1S(=O)(=O)c1cccc2cccnc12 (configuration not stated)
54) Cc1ccc(N(CC(=O)NCc2ccc3c(c2)OCO3)C(=O)CCC(=O)Nc2ccccn2)cc1
55) c1ccc2sc(NC3=NCN(Cc4ccc5c(c4)OCO5)CN3)nc2c1
56) CC(C)(C)n1nc2c(c1NC(=O)COc1ccc3ccccc3c1)CS(=O)(=O)C2

Screen / compound no.	49	50	51	52	53	54	55	56
Pf growth 96h	14.8%	16.8%	27.6%	-3.9%	?	36.0%[activator]	2.6%	?
CHX counter	7.1	-4.1	1.4	-3.9	-2.9	-1.3	-1.9	9.1
Shiga inhibitor	-6.2	-5.8	-8.3	13.0	-16.5	-10.7	-7.1	6.4
Giardia FBPA inh	5.0%	-18.5%	3.7%	5.5%	0.7%	-0.7%	-0.6%	?
Pf growth 48h	-3.1%	0.8%	11.3%	-15.9%	11.7%	?	-0.1%	nt
HCV inhibitor	12.3%	10.5%	7.9%	20.2%	-8.3%	?	0.2%	5.1%

57) COc1cccc(-n2nnc3c(=O)n(CC(=O)NC4CCCC4)cnc32)c1
58) CCc1ccc(N=c2c([N+](=O)[O-])nn(-c3ccccc3)n2O)cc1
59) COc1cc(C(=O)NCC(=O)NCCCSc2ccccc2)cc(OC)c1OC
60) COc1ccc(C(c2sc3nc(C)nn3c2O)N2CCN(Cc3ccccc3)CC2)cc1OC (configuration not stated)
61) COc1ccc(CCC(=O)N2CCc3ccccc32)cc1

Screen / compound no.	57	58	59	60	61
Pf growth 96h	0.329µM*	nt	1.5%	0.828µM*	56.1%[activator]
CHX counter	-5.4	12.1	nt	-2.4	41.2*
Shiga inhibitor	9.8	-13.0	nt	9.4	132.7*
Giardia FBPA inh	7.9%	-12.3%	nt	0.7%	1.1%
Pf growth 48h	2.7%	?	?	?	134.6%[activator]
HCV inhibitor	17.4%	?	-14.3%	27.9%	15.4%
